ABCB6 inh MLPCN: human ABCB6 transporter inhibition; 360,000 tested, 0.19% active; Q9NP58; AID 602162; K562-ABCB6 porphyrin accumulation, flow cytometry, 1 h; stronger effect = lower value; fluorescence ratio to DMSO, % at 10 µM;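 active means fluorescence ratio to DMSO below 75%, the collection mean minus 3 SD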;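 further: signal is porphyrin accumulated inside mitochondria; 100% equals median channel fluorescence of DMSO control wells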
Cardio protect: myocardial damage modulation in H9c2 cells. H9c2 cardiomyocytes, H2O2 injury protection, ATPLite, 2 h. protection from H2O2 cell death, % at 20 µM. 360,000 tested, 0.63% active;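 active means compounds giving at least 50% protection of heart cells from peroxide-induced death in the single-dose screen, raw or plate-pattern-corrected value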;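 further: 0% = DMSO wells with peroxide and 100% = DMSO wells without peroxide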
N-glyco inh: N-linked glycosylation inhibition | D54 ERlucT glycosylation luciferase reporter, 24 h; percent of 100 nM tunicamycin response | reporter increase, % at 12.5 µM | 360,000 tested, 0.23% active | AID 588692;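 active means mean luciferase reporter signal, scaled so untreated is 0 and the glycosylation-blocking control 100, at or above a set limit in every replicate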;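 further: luciferase carries N-glycosylation sites so blocking glycosylation raises the light; 0% = median of neutral control wells and 100% = median of 100 nM tunicamycin wells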
NCOA2 inhibitor: inhibits human steroid receptor coactivator 2. HEK293 GAL4-SRC2 luciferase reporter, luminescence. inhibition, % at 9 µM. 370,000 tested, 0.17% active. AID 651957;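 active means inhibition above the mean inhibition of all tested compounds plus 3 SD, set per campaign, cut at about 52% in these data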;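 further: 0% = DMSO treated cells and 100% = cells given Gossypol at 36 µM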
Target sequence (Q15596 whole entry, looked up, the tested form may be a part): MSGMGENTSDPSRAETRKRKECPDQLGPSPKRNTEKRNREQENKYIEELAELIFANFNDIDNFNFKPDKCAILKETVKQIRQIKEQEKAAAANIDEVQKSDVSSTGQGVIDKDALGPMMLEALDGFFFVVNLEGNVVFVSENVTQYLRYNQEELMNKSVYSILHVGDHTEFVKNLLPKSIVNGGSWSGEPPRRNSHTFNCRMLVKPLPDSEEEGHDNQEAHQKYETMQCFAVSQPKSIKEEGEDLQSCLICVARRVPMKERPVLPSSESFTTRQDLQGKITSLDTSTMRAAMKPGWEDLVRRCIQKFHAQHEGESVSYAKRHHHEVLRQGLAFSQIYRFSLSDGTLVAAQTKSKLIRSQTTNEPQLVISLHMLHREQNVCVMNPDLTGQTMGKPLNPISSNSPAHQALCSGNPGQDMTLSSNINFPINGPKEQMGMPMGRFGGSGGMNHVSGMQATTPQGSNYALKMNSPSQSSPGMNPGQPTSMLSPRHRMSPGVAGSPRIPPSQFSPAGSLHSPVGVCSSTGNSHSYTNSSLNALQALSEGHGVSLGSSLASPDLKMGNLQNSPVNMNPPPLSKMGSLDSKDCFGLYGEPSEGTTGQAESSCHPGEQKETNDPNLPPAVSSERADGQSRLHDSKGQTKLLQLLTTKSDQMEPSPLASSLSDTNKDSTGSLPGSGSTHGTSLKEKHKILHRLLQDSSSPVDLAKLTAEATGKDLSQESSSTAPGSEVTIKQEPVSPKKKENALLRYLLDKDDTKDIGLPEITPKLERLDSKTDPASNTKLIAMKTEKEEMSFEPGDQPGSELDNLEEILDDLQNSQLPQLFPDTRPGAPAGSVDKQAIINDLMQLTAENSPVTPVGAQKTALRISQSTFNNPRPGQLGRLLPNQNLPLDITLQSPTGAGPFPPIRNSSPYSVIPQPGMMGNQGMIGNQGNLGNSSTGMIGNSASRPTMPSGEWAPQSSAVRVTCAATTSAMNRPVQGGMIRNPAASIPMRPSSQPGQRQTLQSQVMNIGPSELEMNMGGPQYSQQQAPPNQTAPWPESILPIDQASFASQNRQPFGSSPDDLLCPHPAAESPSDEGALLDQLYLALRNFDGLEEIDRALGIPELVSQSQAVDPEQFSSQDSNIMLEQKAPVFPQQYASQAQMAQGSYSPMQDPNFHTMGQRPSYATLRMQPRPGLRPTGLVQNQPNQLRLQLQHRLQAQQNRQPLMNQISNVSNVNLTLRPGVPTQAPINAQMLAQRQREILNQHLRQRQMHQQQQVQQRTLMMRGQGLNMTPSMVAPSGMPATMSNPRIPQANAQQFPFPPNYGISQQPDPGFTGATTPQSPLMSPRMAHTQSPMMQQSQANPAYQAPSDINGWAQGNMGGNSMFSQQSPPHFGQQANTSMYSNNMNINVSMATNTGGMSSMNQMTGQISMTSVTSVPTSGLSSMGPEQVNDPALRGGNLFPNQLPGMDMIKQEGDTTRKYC
HTR2A ag: mouse HTR2A agonism via beta-arrestin recruitment. P35363. CHO-K1 mHTR2A beta-arrestin complementation, luminescence; percent of 30 µM serotonin response. activation, % at 7.6 µM. 360,000 tested, 0.66% active;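 active means activation above a run cutoff, the mean activation of all tested compounds plus 3 SD, cut at about 14% in these data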;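 further: 0% = plate median of compound wells and 100% = 30 µM serotonin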
TLR9-MyD88 inh: TLR9-MyD88 interaction inhibition | inhibition, % at 4.98 µM | 340,000 tested, 0.21% active | CHO BLA complementation TLR9-MyD88, CCF4 FRET ratio;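 active means inhibition above the mean over all tested compounds plus 3 SD, cut at about 21% in these data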;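 further: 0% = DMSO only wells and 100% = clavulanate BLA inhibitor control wells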
MC4R antagonist: human MC4R antagonism in cAMP assay. MC4R-expressing cells, MTII-stimulated cAMP, LANCE TR-FRET. P32245. inhibition, % at 6.5 µM. 360,000 tested, 0.48% active. AID 540295;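 active means inhibition above its plate's cutoff, the mean of tested wells on that plate plus 3 SD, cut at about 29% in these data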;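 further: 0% = Melanotan II alone and 100% = Melanotan II plus saturating MCL0020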
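Material – human MC4R-expressing U2OS cells · Repeats – no replicates · Detection – TR-FRET with Eu-cAMP and labeled anti-cAMP, 671 nm · Times – compound 30 min, challenge 1 h, detection 1 h · Compound – single nominal compound dose of 6.5 µM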
ABHD5 PLIN5 PPI: blocks binding of human ABHD5 to perilipin-5; Q00G26+Q8WTS1; Split G. princeps luciferase complementation, luminescence, 4 h; inhibition, % at 4 µM; 360,000 tested, 0.78% active;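 active means inhibition above the mean inhibition across every tested compound plus 3 SD, cut at about 22% in these data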;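 further: 0% = DMSO only wells and the 100% control is not disclosed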
NOD2 RIPK2 PPI: NOD2-RIPK2 protein interaction inhibition | O43353 | CHO BLA complementation NOD2-RIPK2, CCF4 ratio | inhibition, % at 4.98 µM | 360,000 tested, 0.38% active | AID 624267; in the data active means inhibition above about 21%;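 further: 0% = vehicle only and 100% = reference blocker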
MC4R barr agon: agonists of human melanocortin 4 receptor (MC4R) beta-arrestin; U2OS MC4R beta-arrestin complementation, luminescence; percent of melanotan II response, DMSO zero; activation, % at 8.9 µM; 360,000 tested, 0.98% active; AID 540308;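 active means activation above a per-plate cutoff, the mean activation of sample wells on that plate plus 3 SD, cut at about 8% in these data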
Active calls of the source: *; . = not tested or not shown. Not all compounds are listed; the hit share may differ from the screen's.

SMILES | ABCB6 inh MLPCN | Cardio protect | N-glyco inh | NCOA2 inhibitor | HTR2A ag | TLR9-MyD88 inh | MC4R antagonist | ABHD5 PLIN5 PPI | NOD2 RIPK2 PPI | MC4R barr agon
COc1ccc(NC(=O)C(=O)NNC(=O)c2cccs2)cc1 | 93 | 8 | 0 | -11 | -2 | -4 | -1 | -3 | -12 | 0.1
C(=N\Nc1nc(N2CCCCCC2)nc(N2CCCCCC2)n1)/c1ccccc1 | 100 | -8 | -1 | -8 | 5 | -8 | 6 | -3 | -10 | -2.7
O=C(CNC1CCCC1)Nc1ccc(N2CCCCCC2)cc1 | 94 | 6 | -9 | 2 | -2 | -13 | -7 | 4 | -2 | 0.1
O=C1Nc2ccc(S(=O)(=O)NCCC3=CCCCC3)c3cccc1c23 | 109 | -20 | -1 | -8 | 12 | 8 | 0 | -13 | 5 | -0.1
CCn1c(SCC(=O)Nc2ccc(S(N)(=O)=O)cc2)nnc1-c1cccc(OC)c1 | 91 | -2 | 1 | -13 | 6 | -8 | -3 | -3 | -4 | -2.3
CC(=O)Nc1ccc(NC(=O)N2CCOCC2)cc1 | 96 | 3 | 2 | -15 | 1 | -1 | 4 | 0 | -6 | 1.5
Cc1cc2ncn(C3CC(O)C(CO)O3)c2cc1C (stereo not given) | 101 | -3 | 1 | -4 | -2 | -6 | -1 | -2 | -11 | -2.2
S=c1[nH]nc(CSc2nc3ccccc3s2)n1C1CCCCC1 | 107 | -3 | -1 | 1 | 4 | -8 | 9 | -16 | 3 | 1.4
Cc1cccc(C(=O)OC(C)CN2CCN(C)CC2)c1 (stereo not given) | 107 | -3 | -2 | -58 | -6 | 4 | -1 | -1 | 5 | 0.1
O=C(COC(=O)c1ccc(S(=O)(=O)N2CCc3ccccc3C2)cc1)NC(=O)NCc1ccco1 | 150 | -7 | -1 | 13 | -5 | -12 | 2 | 1 | -2 | 2.5
COc1ccc(NC(=O)NNS(=O)(=O)c2ccc(Br)cc2)cc1 | 93 | -4 | 1 | -2 | 9 | -9 | 4 | 3 | -1 | -1.7
CCN(CC)c1ccc(S(=O)(=O)N2CCOCC2)cc1NC(=O)CN1C(=O)NC2(CCC(C)CC2)C1=O (stereo not given) | 100 | -1 | -3 | -24 | -1 | -3 | 1 | 3 | -2 | -1.9
CCCCCCn1c(SCC(=O)Nc2cc(C)on2)nc2ccccc2c1=O | 106 | -5 | 18 | 11 | 3 | -5 | 10 | -2 | -10 | 12*
CCc1noc(C)c1C(=O)OCC(=O)N(CCOC)c1c(N)n(Cc2ccccc2)c(=O)[nH]c1=O | 94 | 3 | 0 | 2 | -2 | 6 | 0 | 5 | -4 | -2.6
FC(F)(F)c1ccnc(NCc2ccc(Cl)cc2)n1 | 98 | -14 | -2 | 3 | -5 | -10 | -10 | 3 | -6 | 2.2
N#C/C(=C\c1ccncc1)c1nc2ccccc2o1 | 102 | 10 | 6 | -11 | -5 | . | 11 | 3 | 0 | 0.4
O=C1CC(SCc2nc3ccccc3[nH]2)C(=O)N1c1ccc(Cl)cc1 (stereo not given) | 94 | 0 | 0 | -6 | -2 | 4 | 0 | -12 | 5 | -3.0
CC1=NN(/C(=N\c2nnc(C)s2)Nc2ccc(C(C)(C)C)cc2)[C@H](c2ccc(C)cc2)S1 | 83 | -8 | . | 6 | -8 | -6 | 5 | -6 | -2 | 1.6
CCCC1C2C(=O)N(c3ccc(OC)cc3)C(=O)C2ON1c1ccccc1 (stereo not given) | 96 | -2 | 1 | -3 | 1 | 1 | 5 | 3 | 4 | -1.9
COc1ccc(-n2nnnc2C2c3ccccc3C(=O)N2C2CCN(Cc3ccccc3)CC2)cc1 (stereo not given) | 95 | . | . | -17 | -9 | . | . | -1 | -7 | .
Cc1cccc(C)c1NC(=O)C1(C)CN(S(C)(=O)=O)CC(=O)N1Cc1ccco1 (stereo not given) | . | . | . | 11 | -3 | . | . | 6 | -4 | .
COc1ccc(/C(O)=C/C(=O)C(=O)NNC(=O)c2ccccc2)cc1 | 99 | 11 | 2 | -51 | 1 | -13 | 0 | 0 | -4 | -0.7
O=C1CCc2cc(S(=O)(=O)Nc3ccccc3)cc3c2N1CC3 | 100 | 4 | 1 | -22 | -2 | -11 | 1 | -12 | -4 | -1.5
CCOC(=O)C1(Cc2ccccc2C)CCCN(C(=O)CCn2nccc2C)C1 (stereo not given) | 92 | 10 | 2 | -13 | 0 | 13 | 4 | 4 | -8 | -1.5
COc1cccc(NC(=O)CN(C)C(=O)Cn2cnc3ccccc3c2=O)c1 | 97 | 4 | 2 | -59 | 2 | 2 | 0 | 3 | -12 | -0.8
CN1CCC(N(C)C(=S)NC(=O)C23CC4CC(CC(C4)C2)C3)CC1 | 98 | -1 | 1 | -29 | 5 | -1 | -5 | 3 | -14 | -0.3
CC(C(=O)Nc1ccccn1)(c1ccccc1)c1ccccc1 | 98 | 9 | -1 | 9 | 5 | 0 | 6 | -4 | -5 | 3.3
CC(=O)N1CCCc2cc(S(=O)(=O)N3CCCC(C(=O)NCc4ccccc4)C3)ccc21 (stereo not given) | 97 | -10 | 0 | -1 | 0 | -8 | 3 | -9 | 6 | -0.5
CCc1ccc(NC(=O)CSc2nc(=O)n(CCCN3CCOCC3)c3c2CCCC3)cc1 | 99 | -5 | -3 | -30 | -10 | -4 | 1 | 5 | 7 | -4.8
CCN(CC)C(=O)C1CCCN(C/C=C/c2ccccc2[N+](=O)[O-])C1 (stereo not given) | 99 | 13 | 2 | 9 | -6 | 3 | -5 | 0 | -12 | -0.7
Cn1nc(C(C)(C)C)cc1N1C(=O)CCC1(C)C(=O)NCc1ccccc1 (stereo not given) | 98 | 4 | 3 | -2 | 5 | . | . | 6 | 5 | .
c1cc2c(cc1C1CCCCC1)c1c3n2CCN=C3CCC1 | 108 | -8 | -2 | -4 | 4 | 4 | 4 | 2 | 1 | 1.2
Cc1ccc(C(=O)OCC(=O)Nc2ccc(Cl)cn2)s1 | 100 | 2 | 1 | 1 | 0 | -4 | 11 | 4 | -12 | -0.6
O=c1cc(CN2CCOCC2)c2cc(Cl)c(O)cc2o1 | 103 | -4 | -1 | 3 | -5 | -24 | 4 | -3 | 6 | -2.6
O=C(Cn1cnc2c(nnn2Cc2ccc(Cl)cc2)c1=O)NCC1CCCO1 (stereo not given) | 92 | 1 | 1 | 1 | 8 | 4 | 7 | -1 | 2 | -0.8
Cc1cc(C)c(O)c(NC(=S)NC(=O)Cc2ccccc2)c1 | 101 | 1 | -1 | 14 | -1 | -2 | 6 | -7 | -1 | -0.4
COC(=O)C1CC(=O)N(c2ccc(C)cc2)C1 (stereo not given) | 103 | 12 | 0 | -5 | 3 | -6 | 0 | 5 | 0 | -3.5
COc1ccccc1NS(=O)(=O)c1cccc2cccnc12 | 95 | 4 | -1 | -13 | -6 | 8 | 1 | 0 | -5 | -0.1
COc1ccccc1CC(=O)Nc1ccc(C(=O)N2CCCCC2)cc1 | 94 | 4 | -1 | -20 | -3 | -4 | -2 | -2 | -4 | -1.8
CC1=C(C(=O)OC(C)C)C(/C=C/c2ccccc2)NC(=O)N1 (stereo not given) | 98 | 12 | 2 | -3 | 2 | -16 | 9 | 1 | -2 | -1.0
O=S(=O)(c1cccs1)N1CCN(Cc2ccccc2)CC1 | 97 | 1 | -2 | -24 | -1 | 5 | 0 | -5 | -6 | 0.3
CCc1nnc(NS(=O)(=O)c2ccc(N/C=C\C(=O)c3ccc4ccccc4c3)cc2)s1 | 102 | -7 | 3 | -33 | -1 | -2 | 21 | -6 | -3 | 2.9
O=C(Cn1ccc2ccccc2c1=O)NCCC(=O)N1CCN(c2cccc(Cl)c2)CC1 | 94 | 8 | 0 | -22 | 2 | -7 | 10 | 5 | -3 | 0.3
COc1cccc(OC)c1C(=O)OCC(=O)NCC(C)C | 88 | 7 | 0 | -14 | 3 | 3 | 10 | 6 | -14 | -2.1
C=CCn1c(CSc2nc3ccccc3s2)nnc1SCC(=O)NCc1ccccc1 | 96 | 0 | 0 | -5 | -1 | 2 | 5 | 7 | 1 | -0.5
C[C@H](CO)N1C[C@H](C)[C@@H](CN(C)Cc2ccc(Oc3ccccc3)cc2)Oc2ccc(NC(=O)Cn3cnnn3)cc2C1=O | 98 | 2 | 2 | -16 | -5 | -2 | 6 | 1 | -9 | 0.1
C/C(=C\C1CCCCC1)C(NC(=O)c1ccc(C(F)(F)F)cc1)c1ccc(-c2ccccc2)cc1 (stereo not given) | 102 | 18 | -7 | -3 | -9 | 0 | 8 | 3 | -13 | -2.0
O=C(Nc1ccc(C(=O)N2CCOCC2)cc1)C1CCCC1 | 99 | -1 | 3 | 0 | 1 | -4 | 1 | 9 | -12 | -1.5
CCOC(=O)c1ccc(CC2SC(N)=NC2=O)cc1 (stereo not given) | 97 | -8 | 0 | -36 | 3 | 2 | 4 | 3 | 1 | 0.7
CN1CCC(OC(=O)c2ccc(Br)cc2)CC1 | 98 | 0 | -3 | 10 | -4 | 6 | 5 | -2 | -8 | -1.0

Next part:
SMILES | ABCB6 inh MLPCN | Cardio protect | N-glyco inh | NCOA2 inhibitor | HTR2A ag | TLR9-MyD88 inh | MC4R antagonist | ABHD5 PLIN5 PPI | NOD2 RIPK2 PPI | MC4R barr agon
COc1ccc(NC(=O)Nc2cccc3c2O[C@H](CN(C)S(=O)(=O)c2cn(C)cn2)[C@@H](C)CN([C@H](C)CO)C3=O)cc1 | 97 | -4 | -1 | -35 | -4 | -4 | 4 | 5 | -2 | 0.6
CN(CCOc1ccccc1)CC(=O)Nc1cc([N+](=O)[O-])ccc1Cl | 106 | -4 | 10 | 4 | -1 | 2 | 3 | 0 | -5 | -0.7
CCOC(=O)NC(NCc1cccc(C(F)(F)F)c1)(C(F)(F)F)C(F)(F)F | 96 | -6 | 1 | 3 | 1 | 7 | 14 | 1 | -2 | 1.6
Cc1ccc(C)c(S(=O)(=O)/N=C2\C=C(NS(=O)(=O)c3ccccc3)C(=O)c3ccccc32)c1 | 99 | -16 | 3 | -11 | -6 | -9 | -5 | -11 | 0 | -0.9
Cc1ccc2c(CN(C)Cc3cccc(F)c3)cc(=O)oc2c1C | 98 | -2 | -11 | -40 | -6 | 8 | 6 | -2 | -20 | -3.0
O=C(N/N=C/c1ccc(O)cc1)c1cc(-c2ccc3c(c2)OCO3)n[nH]1 | 97 | 21 | 1 | -1 | -3 | 3 | -1 | 4 | -1 | -0.5
C=C1C(=O)O[C@@H]2[C@H]1CC[C@H](C)[C@]1(O)CCC(=O)[C@@]21C | 100 | -3 | -9 | 19 | 7 | 2 | 15 | 1 | -4 | 0.3
COc1ccccc1C(=O)C1CCCN(C(=O)C2CCCC2)C1 (stereo not given) | 97 | -2 | 1 | -26 | 2 | 0 | 1 | -2 | 4 | 1.0

Records listed so far that bear a hit mark in MC4R barr agon.
Compound,ABCB6 inh MLPCN,N-glyco inh,NCOA2 inhibitor,HTR2A ag,TLR9-MyD88 inh,MC4R antagonist,ABHD5 PLIN5 PPI,NOD2 RIPK2 PPI,MC4R barr agon
CCCCCCn1c(SCC(=O)Nc2cc(C)on2)nc2ccccc2c1=O,106,18,11,3,-5,10,-2,-10,12*
